mcGAS inh: mouse cGAS inhibition by luminescence | Q8C6L5 | recombinant cGAS, Kinase-Glo ATP depletion luminescence | inhibition, % at 12.5 µM | 0.15% of 160,000 active | AID 1259399;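 also: 0% = negative control wells and 100% = reference inhibitor with no enzyme activity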
NPYLR7 agonist: activates Aedes aegypti NPYLR7 receptor | HEK293T NPYLR7/Galpha15, GCaMP6s calcium fluorescence | activation, % at 10 µM | 0.15% of 270,000 active | AID 1259423; in the data active = activation above about 40%;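 also: 0% = vehicle and 100% = reference agonist at the receptor; some compounds past the cut are filed as inactive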
hcGAS lum: human cGAS inhibition; recombinant h-cGAS, ATP depletion, Kinase-Glo luminescence; inhibition, % at 12.5 µM; 0.081% of 290,000 active; AID 1259398;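 also: 0% = vehicle reaction and 100% = reaction without DNA for no activity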
Target sequence (Q8N884 whole entry, looked up): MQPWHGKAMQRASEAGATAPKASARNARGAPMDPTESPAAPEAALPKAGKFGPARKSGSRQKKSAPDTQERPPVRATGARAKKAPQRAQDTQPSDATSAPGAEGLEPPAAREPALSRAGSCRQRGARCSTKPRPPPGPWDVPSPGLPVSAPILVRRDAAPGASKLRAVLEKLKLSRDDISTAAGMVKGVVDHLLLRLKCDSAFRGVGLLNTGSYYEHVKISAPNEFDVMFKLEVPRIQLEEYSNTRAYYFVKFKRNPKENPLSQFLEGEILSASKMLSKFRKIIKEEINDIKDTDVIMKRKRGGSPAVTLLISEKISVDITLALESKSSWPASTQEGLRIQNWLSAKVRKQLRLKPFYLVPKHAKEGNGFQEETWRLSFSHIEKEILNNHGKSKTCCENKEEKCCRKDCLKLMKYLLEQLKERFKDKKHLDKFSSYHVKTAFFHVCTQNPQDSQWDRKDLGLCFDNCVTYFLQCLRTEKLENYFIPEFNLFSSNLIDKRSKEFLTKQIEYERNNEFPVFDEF
Active calls of the source: *; & = joins results of further samples. Rule as the data show it, unless noted: active = inhibition above about 40%; inactive = the rest.

Screening CCCc1cc(NCC2CCCO2)n2nc3nc(C)cc(C)c3c2n1 (stereo not drawn) returned mcGAS inh -9.7, NPYLR7 agonist 3.4 and hcGAS lum -12.4.
O=C(N[C@H](Cc1ccccc1)C(=O)N1CCC(c2ccccc2)CC1)OCc1ccccc1 was read as mcGAS inh -2.7, NPYLR7 agonist -20.9 and hcGAS lum -6.4.
Screening COc1ccccc1-n1cc(CNC2CCSC2)cn1 (stereo not drawn) returned NPYLR7 agonist 3.4 and hcGAS lum -9.0.
Screening COc1ccccc1-c1cnn2c(C)c(C(=O)NC(Cc3ccccc3)c3ccccc3)cnc12 (stereo not drawn) returned mcGAS inh 2.3, NPYLR7 agonist -8.0 and hcGAS lum 2.3.
For CN(CC1Cc2ccccc2O1)C(=O)Nc1nc(-c2ccccc2)ns1 (stereo not drawn) the results were mcGAS inh -10.9, NPYLR7 agonist 7.4 and hcGAS lum -7.5.
CCn1c(=O)[nH]c2sc3c(c2c1=O)CCN(C(=O)c1cc(C)on1)C3 was read as mcGAS inh -2.8 and hcGAS lum -3.0.
Screening Clc1ccc(OCCCc2nnc3n2CCCCC3)c(Cl)c1 returned NPYLR7 agonist -2.1 and hcGAS lum 1.3.
For O=C(CCN1CCC(Cc2noc(C3CC3)n2)CC1)Nc1nccs1 the results were mcGAS inh -14.6, NPYLR7 agonist 12.7 and hcGAS lum -6.5.
For Cn1ccc(C(=O)N(CC2CCCO2)c2nc3c(F)cc(F)cc3s2)n1 (stereo not drawn) the results were mcGAS inh -8.9 and hcGAS lum -9.0.
Screening CCOC(=O)C1=C(Cc2ccc(F)cc2)C(=O)c2ccccc2C1=O returned NPYLR7 agonist 10.2 and hcGAS lum 9.3.
For COc1ccc2nc(-c3ccc(F)c(NC(=O)C(C)(C)C)c3)cn2n1 the results were mcGAS inh -9.1, NPYLR7 agonist -8.9 and hcGAS lum -6.3.
For Cc1nn(CC(=O)c2ccc(Cl)cc2Cl)c(C)[n+]1N the results were NPYLR7 agonist -9.5 and hcGAS lum -2.9.
Screening CN1CCN(C(=S)SCCN2CCCC2=O)CC1 returned mcGAS inh -1.9 and hcGAS lum 0.6.
For CCCCCCCC(=O)N1CCc2nc(-c3ccccc3)nc(N(C)C)c2C1 the results were mcGAS inh 0.0, NPYLR7 agonist -3.5 and hcGAS lum -1.0.
For Cc1ccc(NC(=O)c2cc(-c3ccco3)n(C)n2)cc1 the results were mcGAS inh -4.9 and hcGAS lum -7.2.
NC(=O)C1CCN(C(=O)c2cc3n(n2)C(C(F)(F)F)CC(c2ccco2)N3)CC1 (stereo not drawn) was read as NPYLR7 agonist 5.6 and hcGAS lum 3.8.
`O=C(Nc1ccc(N2CCCC2)c(C(=O)NCc2ccc(F)cc2)c1)Nc1ccc(Cl)cc1Cl` gave mcGAS inh -5.9, NPYLR7 agonist 10.3 and hcGAS lum -9.9.
CC(C)N(C(=O)COc1ccc(C(=O)N2CCCC2)cc1)C(C)C was read as NPYLR7 agonist 5.3 and hcGAS lum -6.8.
Cc1ccc(NC(=O)CC(=O)N2CCCC(c3nc(CC(C)C)no3)C2)cc1 (stereo not drawn) was read as NPYLR7 agonist 2.5 and hcGAS lum -3.7.
For CCOC(=O)C(C)N(C)C(=O)c1ccn(C(C)C)n1 (stereo not drawn) the results were NPYLR7 agonist -2.3 and hcGAS lum -7.0.
Screening Cc1ccc(-c2nc(Nc3ccccc3)c3ccccc3n2)cc1 returned mcGAS inh -3.2, NPYLR7 agonist 1.0 and hcGAS lum -3.0.
For COc1ccc(-c2noc(-c3c(SC)nn(CC(=O)Nc4ccc(C)cc4Cl)c3N)n2)cc1 the results were mcGAS inh -6.6, NPYLR7 agonist 3.0 and hcGAS lum -3.8.
`COc1cccc(CNC(=O)Cn2cnc3c([nH]c4ccc(C)cc43)c2=O)c1` gave mcGAS inh -8.4, NPYLR7 agonist 6.1 and hcGAS lum -7.3.
Screening Cc1nc(CN2CCN(C(=O)c3oc4c(C)c(C)ccc4c3C)CC2)cs1 returned NPYLR7 agonist 10.8 and hcGAS lum -8.7.
Screening O=C(C=Cc1ccccc1)NCCC(=O)N1CCCC1 returned mcGAS inh -7.9, NPYLR7 agonist 13.5 and hcGAS lum -8.2.
`CN1CCN(n2c3c(c(SCC(=O)Nc4nc5ccccc5s4)nc2=O)CCCC3)CC1` gave mcGAS inh -8.0, NPYLR7 agonist -3.5 and hcGAS lum -8.2.
For c1coc(CN2CCN(c3cnc4ccccc4n3)CC2)c1 the results were NPYLR7 agonist 4.5 and hcGAS lum -5.3.
Screening COCCn1c(Sc2nc3ccccc3[nH]2)nc2c1c(=O)[nH]c(=O)n2C returned NPYLR7 agonist 2.1&5.1 and hcGAS lum -5.7&-4.2.
For Cc1cc(CC(=O)NC(C)c2nc(CC(C)C)no2)on1 (stereo not drawn) the results were mcGAS inh -15.9, NPYLR7 agonist 0.5 and hcGAS lum -4.6.
For Cc1[nH]c2ccc(C(=O)N3CCC(CN(C)C(C)C)CC3)cc2c1C the results were NPYLR7 agonist -24.9 and hcGAS lum 1.6.
Cn1c(=O)c2c(ncn2CC(=O)Nc2ccnn2Cc2cccs2)n(C)c1=O was read as NPYLR7 agonist 9.6 and hcGAS lum -4.3.
`CC(C)SC(NC(=O)OCc1ccccc1)C(=O)N1CCC(O)(c2ccc(Cl)cc2)CC1` (stereo not drawn) gave mcGAS inh -4.5, NPYLR7 agonist -8.6 and hcGAS lum -8.4.
`O=C(NCc1ccncc1)N1CCSCC1c1ccc(Cl)cc1` (stereo not drawn) gave NPYLR7 agonist -3.1 and hcGAS lum 1.2.
For O=c1c2ccccc2nc(-c2ccc(F)cc2C(F)(F)F)n1Cc1ccccc1 the results were mcGAS inh -4.0, NPYLR7 agonist 3.7 and hcGAS lum -3.1.
O=C(COc1ccc(Cl)cc1)N=Nc1c(O)n(CCc2ccccc2)c2ccccc12 was read as mcGAS inh 1.5, NPYLR7 agonist -10.5 and hcGAS lum 5.1.
Screening CCOc1ccc(-c2ccnc(N3CCN(C(=O)c4ccccc4OC)CC3)n2)cc1 returned mcGAS inh 1.0, NPYLR7 agonist 1.5 and hcGAS lum 0.4.
Cc1cc2oc(NC(=O)CCCS(C)(=O)=O)nc2c(C)c1Cl was read as NPYLR7 agonist 0.3 and hcGAS lum 2.6.
For CCNC(=O)Cn1c(CO)cnc1SCc1ccc(C(F)(F)F)cc1 the results were mcGAS inh -5.7, NPYLR7 agonist 15.0 and hcGAS lum -1.1.
`COc1cccc(CCNC(=O)c2ccc(-c3cc(-c4cccc5c4OCCO5)[nH]n3)cc2)c1` gave mcGAS inh -4.2 and hcGAS lum -0.7.
Screening COc1cc(NS(=O)(=O)CCOC(C)C)cc(OC)c1OC returned mcGAS inh -15.6, NPYLR7 agonist -2.4 and hcGAS lum -7.7.
COc1ccc(C(NC(=O)C2CCN(CCOc3ccccc3OC)CC2)c2ccccc2C)cn1 (stereo not drawn) was read as mcGAS inh -2.0, NPYLR7 agonist 5.0 and hcGAS lum -4.0.
Screening CCn1c(=NC(=O)c2ccnn2C)sc2c(OC)ccc(OC)c21 returned mcGAS inh 1.4 and hcGAS lum 4.7.
For CC(C)Oc1ccc(C(O)=C2C(=O)C(=O)N(CCN3CCOCC3)C2c2ccccc2F)cc1 (stereo not drawn) the results were mcGAS inh -7.6, NPYLR7 agonist 13.4 and hcGAS lum -5.4.
`Cc1ccc(N2CC(NC(=O)Nc3cc(C)on3)CC2=O)cc1` (stereo not drawn) gave mcGAS inh -6.9, NPYLR7 agonist 13.2 and hcGAS lum -5.7.
For O=c1[nH]c2ccccc2n1CCCSCCOc1ccccc1 the results were mcGAS inh -4.5, NPYLR7 agonist 13.9 and hcGAS lum -13.9.
For CCn1c(N)c(N(C)Cc2coc(-c3ccc(F)cc3)n2)c(=O)[nH]c1=O the results were mcGAS inh -14.2, NPYLR7 agonist -2.0 and hcGAS lum -9.7.
`Cc1noc(C)c1CN1CCOc2c(O)cc(-c3cccc(Cl)c3)cc2C1` gave NPYLR7 agonist 5.0 and hcGAS lum -7.9.
`CCC(=O)OC(C#N)C1=C(Cl)C(=O)c2ccccc2C1=O` (stereo not drawn) gave NPYLR7 agonist -4.4 and hcGAS lum 6.3.
`Cc1cccc(CNC(=O)c2cc3ccccc3c(=O)[nH]2)c1` gave NPYLR7 agonist 8.7 and hcGAS lum -12.0.
`Cc1nc(C)c(Cc2ccccc2F)c(N2CCN(C(=O)C(C)(C)CCl)CC2)n1` gave mcGAS inh -3.9, NPYLR7 agonist 18.1 and hcGAS lum -8.2.
Screening COC(=O)c1ccc(COc2coc(CN3CCc4ccccc4C3)cc2=O)o1 returned mcGAS inh -8.9, NPYLR7 agonist -0.2 and hcGAS lum -5.4.
For Cc1cccc(-n2c(SCc3ccccc3C(F)(F)F)nnc2-c2ccccc2F)c1 the results were mcGAS inh -2.0 and hcGAS lum -0.1.
Screening O=C1OCCN1CCCN1CCC(=Cc2cc(Cl)ccc2Cl)CC1 returned mcGAS inh -8.1, NPYLR7 agonist 1.5 and hcGAS lum -5.9.
Screening Cc1cc(CN(Cc2ccco2)C(C)C(C)C)n[nH]1 (stereo not drawn) returned mcGAS inh -12.2, NPYLR7 agonist -4.5 and hcGAS lum -9.7.
COc1ccc(N2C(=O)C3C(Cc4c[nH]c5ccccc45)NC4(C(=O)Nc5ccccc54)C3C2=O)cc1 (stereo not drawn) was read as mcGAS inh 0.9, NPYLR7 agonist -1.2 and hcGAS lum -1.6.
For COc1ccccc1-n1nnc(C(=O)Nc2ccccc2C#N)c1C the results were mcGAS inh -6.8, NPYLR7 agonist -3.6 and hcGAS lum -3.0.
For O=C(OCc1cc(=O)n2cc(Br)ccc2n1)c1csc2c1CCCC2 the results were NPYLR7 agonist 0.3 and hcGAS lum -3.7.
`CCc1nc2n(n1)C(=O)C(C(c1ccc(F)cc1)N1CCOCC1)S2` (stereo not drawn) gave mcGAS inh -7.5, NPYLR7 agonist -3.4 and hcGAS lum -7.1.
`CCOc1ccc2nc(S(=O)(=O)NC(=O)C3(C)CCN3C(=O)Cc3ccsc3)sc2c1` (stereo not drawn) gave NPYLR7 agonist 2.1 and hcGAS lum -7.1.
Cc1nc(-c2ccccc2Cl)nc(N2CCC(N(C)CC(F)F)CC2)c1C was read as NPYLR7 agonist 2.1 and hcGAS lum -9.7.
For Cc1noc(C)c1CN(C)Cc1ccccc1C(=O)O the results were NPYLR7 agonist -2.3 and hcGAS lum 3.8.
For COc1cc(/C=C2/COc3c(Cl)cc(Cl)cc3C2=O)cc(OC)c1O the results were mcGAS inh -6.6, NPYLR7 agonist -3.7 and hcGAS lum -10.6.
Screening CCC(C)NC(=O)Cn1c(=O)n(-c2cccc(C(F)(F)F)c2)c(=O)c2ccccc21 (stereo not drawn) returned mcGAS inh -3.7, NPYLR7 agonist 29.1 and hcGAS lum -1.2.
`CC(C)NC(=O)C1(C)CCCCCN1C/C=C/c1ccccc1` (stereo not drawn) gave NPYLR7 agonist 0.3 and hcGAS lum -17.5.
`CCC(O)CN1CCN(C(=O)C2(C(=O)NC)CCC2)CC1` (stereo not drawn) gave NPYLR7 agonist 10.0 and hcGAS lum -2.7.
Screening CCc1nc2ccc(C(=O)NCCOc3ccc(OC)cc3)cn2c1N(CC)C(C)=O returned mcGAS inh -3.2, NPYLR7 agonist -4.2 and hcGAS lum -9.8.
Screening CCNc1ncc(C(=O)N2CCCCC2CN2CCOCC2)cn1 (stereo not drawn) returned NPYLR7 agonist -4.1 and hcGAS lum -6.1.
`COc1cc(OC)nc(N2CC(c3ccccn3)C2)n1` gave mcGAS inh -12.5 and hcGAS lum -8.6.
For CCS(=O)(=O)c1ncc(CN(C)Cc2cccc3ncccc23)n1Cc1ccccc1 the results were NPYLR7 agonist 11.0 and hcGAS lum -2.6.
Screening COCC1CCCN(Cc2ccc3c(c2)CN(C(=O)c2cccc(-c4ccc(F)cc4)c2)CCO3)C1 (stereo not drawn) returned mcGAS inh -13.0, NPYLR7 agonist 4.5 and hcGAS lum -5.7.
O=C(NCc1cccnc1)NC1(C(F)(F)F)Oc2ccccc2O1 was read as NPYLR7 agonist 5.6 and hcGAS lum -10.7.
Screening CSc1cc(C(F)(F)F)c2c(c1C#N)CCCC2 returned NPYLR7 agonist 15.6 and hcGAS lum 1.5.

A stretch of the results above:
Screening CCC(C)NC(=O)Cn1c(=O)n(-c2cccc(C(F)(F)F)c2)c(=O)c2ccccc21 (stereo not drawn) returned mcGAS inh -3.7, NPYLR7 agonist 29.1 and hcGAS lum -1.2.
`CC(C)NC(=O)C1(C)CCCCCN1C/C=C/c1ccccc1` (stereo not drawn) gave NPYLR7 agonist 0.3 and hcGAS lum -17.5.
`CCC(O)CN1CCN(C(=O)C2(C(=O)NC)CCC2)CC1` (stereo not drawn) gave NPYLR7 agonist 10.0 and hcGAS lum -2.7.
Screening CCc1nc2ccc(C(=O)NCCOc3ccc(OC)cc3)cn2c1N(CC)C(C)=O returned mcGAS inh -3.2, NPYLR7 agonist -4.2 and hcGAS lum -9.8.
Screening CCNc1ncc(C(=O)N2CCCCC2CN2CCOCC2)cn1 (stereo not drawn) returned NPYLR7 agonist -4.1 and hcGAS lum -6.1.
`COc1cc(OC)nc(N2CC(c3ccccn3)C2)n1` gave mcGAS inh -12.5 and hcGAS lum -8.6.
For CCS(=O)(=O)c1ncc(CN(C)Cc2cccc3ncccc23)n1Cc1ccccc1 the results were NPYLR7 agonist 11.0 and hcGAS lum -2.6.
Screening COCC1CCCN(Cc2ccc3c(c2)CN(C(=O)c2cccc(-c4ccc(F)cc4)c2)CCO3)C1 (stereo not drawn) returned mcGAS inh -13.0, NPYLR7 agonist 4.5 and hcGAS lum -5.7.
O=C(NCc1cccnc1)NC1(C(F)(F)F)Oc2ccccc2O1 was read as NPYLR7 agonist 5.6 and hcGAS lum -10.7.
Screening CSc1cc(C(F)(F)F)c2c(c1C#N)CCCC2 returned NPYLR7 agonist 15.6 and hcGAS lum 1.5.
